Anesthetic bind = binds horse apoferritin like a general anesthetic. P02791. apoferritin/1-aminoanthracene competitive binding, fluorescence. Potency, µM (top dose mostly 77.5 µM), inactives show at the highest dose activity change, negative = displacement, actives largely listed as inhibitors. actives 0.074% (n = 350,000). AID 485281; further: potency means the concentration at half of the fitted maximal effect; on the % scale 0 is the no-effect control and ±100 the full control effect; nearly all actives have a fitted effect of over 20% in size
Target sequence (P02791 2-175 limits assumed): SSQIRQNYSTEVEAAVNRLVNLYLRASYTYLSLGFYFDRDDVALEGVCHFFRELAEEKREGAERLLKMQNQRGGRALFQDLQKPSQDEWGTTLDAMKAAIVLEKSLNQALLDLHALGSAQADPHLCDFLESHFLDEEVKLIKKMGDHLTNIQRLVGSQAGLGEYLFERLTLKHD
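10 uM apoferritin + 50% sat. 1-AMA, PBS; cpd 10 min RT; Ex380/Em535 endpoint; normalized to free probe vs complex; 4-param Hill fit; propofol titration as pos. ctrl.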
RXFP1 agonist = RXFP1 (human) receptor agonism. HEK293T-RXFP1 cAMP TR-FRET, 30 min; response scale: percent of porcine relaxin response, buffer zero. Potency, µM (top dose mostly 57.5 µM), for the others: at the top dose activation, hits mostly activators. actives 0.3% (n = 370,000). AID 2676; further: potency means the concentration at half of the fitted maximal effect; on the % scale 0 is the no-effect control and ±100 the full control effect; nearly all actives have a fitted effect of over 60% in size; many of its hits are not listed in these tables
Target sequence (Q9HBX9 whole entry, looked up): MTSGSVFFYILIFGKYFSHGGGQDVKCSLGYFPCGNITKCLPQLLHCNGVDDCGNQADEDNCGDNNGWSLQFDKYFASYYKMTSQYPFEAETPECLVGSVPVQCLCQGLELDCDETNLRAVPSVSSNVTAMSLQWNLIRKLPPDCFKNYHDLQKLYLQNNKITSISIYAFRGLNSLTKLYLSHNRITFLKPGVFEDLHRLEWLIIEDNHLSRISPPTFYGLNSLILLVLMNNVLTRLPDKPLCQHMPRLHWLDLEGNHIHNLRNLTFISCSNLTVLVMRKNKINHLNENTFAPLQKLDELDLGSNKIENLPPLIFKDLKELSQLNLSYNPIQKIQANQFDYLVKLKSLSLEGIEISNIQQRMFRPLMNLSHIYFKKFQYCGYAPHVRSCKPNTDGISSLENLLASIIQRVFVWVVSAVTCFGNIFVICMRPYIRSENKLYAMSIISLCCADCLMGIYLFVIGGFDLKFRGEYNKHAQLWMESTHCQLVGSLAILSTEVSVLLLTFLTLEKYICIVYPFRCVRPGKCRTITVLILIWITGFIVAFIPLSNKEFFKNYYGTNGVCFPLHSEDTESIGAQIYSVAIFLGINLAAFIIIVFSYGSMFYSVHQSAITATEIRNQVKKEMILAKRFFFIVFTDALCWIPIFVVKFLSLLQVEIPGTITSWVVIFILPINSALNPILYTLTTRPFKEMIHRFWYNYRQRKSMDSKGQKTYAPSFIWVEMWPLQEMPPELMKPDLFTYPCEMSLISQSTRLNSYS
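HEK293T cells stably expressing RXFP1 were pretreated with the PDE4 inhibitor Ro 20174, exposed to compounds for 30 min at 37C, lysed, and cAMP was read by TR-FRET. Data normalized to buffer (basal) and 29 nM porcine relaxin (100%).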
D1 antagonist = blocks dopamine activation of the human D1 receptor; HEK293 TREx D1 cells, calcium flux, dopamine EC80; hits give low values; activity change, negative = inhibition, % at 10 µM; AID 504652; actives 3.2% (n = 360,000); P21728; in the data active means activity change below about -30%; further: on the % scale 0 is the no-effect control and ±100 the full control effect
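Cells carrying a force-coupled, tetracycline-inducible human D1 receptor report calcium flux. Each well gets a 10 s baseline, compound with 180 s monitoring, then an EC80 dopamine stimulus with a second 180 s kinetic read.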
D1 agonist = agonists of human D1 dopamine receptor; activation, % at 2 µM; actives 1% (n = 360,000); HEK293 T-REx D1 cells, calcium flux, agonist mode; P21728; AID 504660; in the data active means activation above about 30%; further: 0% is about no effect
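Inducible HEK293 T-REx D1 cells, force-coupled to calcium signalling, were plated at 4000 cells/well with tetracycline and held overnight at 30 C. After no-wash calcium dye loading, compound-evoked calcium rise over 180 s flagged agonists.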
D1 potentiator = human D1 dopamine receptor positive modulation; P21728; HEK293 TREx D1 cells, calcium flux, dopamine EC20 potentiation; potentiation, % at 10 µM; actives 0.036% (n = 360,000); in the data active means potentiation above about 30%; further: 0% is about no effect
TRHR PAM = allosterically enhances the human TRH receptor; P34981; TRHR cells, fluo-8 calcium fluorescence, EC20 TRH enhancement; enhancement, % at 2 µM; actives 0.66% (n = 360,000); AID 493056; in the data active means enhancement above about 30%; further: 0% is about no effect
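Enhancer read-out: after compound pinning and an initial kinetic agonist-mode read, an EC20 of TRH (10 nM final) was injected and fluo-8 calcium signal (Ex 480/Em 530) followed at 1 s/cycle for 100 cycles in TRHR-expressing cells.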
TRHR agonist = TRH receptor (human) agonism. P34981. TRHR cells, calcium flux fluo-8, FDSS agonist mode. activation, % at 2 µM. actives 0.18% (n = 360,000). AID 493084; in the data active means activation above about 30%; further: 0% is about no effect
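Steps: seed TRHR cells overnight; add fluo-8 no-wash Ca dye, RT 30 min–1.5 h; record 10 s baseline; pin-transfer compounds; monitor fluorescence 1 cycle/s for the agonist window. Calcium increases flag candidate agonists.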
RXFP1 antag = blocks the human relaxin receptor RXFP1; Q9HBX9; HEK293-RXFP1, relaxin-stimulated cAMP HTRF, 30 min; hits give low values; activity change, negative = inhibition, % at 57.5 µM; actives 0.59% (n = 350,000); AID 1259400;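 active means activity change of -60% or lower, but not beyond a set lower limit; inconclusive means change between -60% and -40%, or beyond the set limit; inactive means change above -40%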; further: on the % scale 0 is the no-effect control and ±100 the full control effect
D2 potentiator = D2 dopamine receptor (human) potentiation. P14416. HEK293 T-REx D2, calcium flux, EC20 dopamine potentiation. potentiation, % at 10 µM. actives 0.34% (n = 340,000);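 active means potentiation over 3 SD above the plate norm, cut at about 30% in these data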; further: 0% is about no effect
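Primary screen. Calcium kinetics in induced HEK293 T-REx D2 cells: compound pre-addition 180 s, EC20 dopamine, 180 s more.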
Numbers without * were called inactive; & = joins results of further samples. Unless noted, the call rests on the fitted dose curve; in most records, active means well fitted curve in the direction sought with a large enough effect; inconclusive means small, poorly fitted or top-dose-only effect, or another doubt; inactive means no such curve, though single readings can be large; an effect the other way counts as inactive or inconclusive. These rows are one share of the data; the hit share may differ from the screen's.

Preview (2 entries):
`CCc1nc(NCc2ccc3c(c2)OCO3)c2oc3ccccc3c2n1` gave Anesthetic bind 5%, RXFP1 agonist 2.2%, D1 antagonist -14, D1 agonist 3, D1 potentiator -6, TRHR PAM -6, TRHR agonist 0.1, RXFP1 antag -18 and D2 potentiator -4.
`O=C(N/N=C/C(Cl)=C/c1ccccc1)c1cnccn1` gave Anesthetic bind 3%, RXFP1 agonist 1.6%, D1 antagonist 4, D1 agonist 0, D1 potentiator -4, TRHR PAM -4, TRHR agonist 0.5, RXFP1 antag -1 and D2 potentiator 11.

This part in full (from the top)
`CCc1nc(NCc2ccc3c(c2)OCO3)c2oc3ccccc3c2n1` gave Anesthetic bind 5%, RXFP1 agonist 2.2%, D1 antagonist -14, D1 agonist 3, D1 potentiator -6, TRHR PAM -6, TRHR agonist 0.1, RXFP1 antag -18 and D2 potentiator -4.
`O=C(N/N=C/C(Cl)=C/c1ccccc1)c1cnccn1` gave Anesthetic bind 3%, RXFP1 agonist 1.6%, D1 antagonist 4, D1 agonist 0, D1 potentiator -4, TRHR PAM -4, TRHR agonist 0.5, RXFP1 antag -1 and D2 potentiator 11.
`COc1ccc(OC)c(CN2CCC(Cc3ccccc3)CC2)c1` gave Anesthetic bind 4%, RXFP1 agonist 1.5%, D1 antagonist -15, D1 agonist 9, D1 potentiator -10, TRHR PAM 3, TRHR agonist 28, RXFP1 antag 1 and D2 potentiator -22.
Screening CN(Cc1ccccc1)C(=O)COC(=O)CCNC(=O)c1ccccc1Cl returned Anesthetic bind -1%, RXFP1 agonist -0.3%, D1 antagonist -7, D1 agonist 2, D1 potentiator -5, TRHR PAM -1, TRHR agonist 0.4, RXFP1 antag -18 and D2 potentiator -5.
`CCOc1ccc(Cn2nnc(C(=O)Nc3cccc(SC)c3)c2N)cc1` gave Anesthetic bind inconclusive, RXFP1 agonist 0.9%, D1 antagonist 23, D1 agonist 28, D1 potentiator 5, TRHR PAM 8, TRHR agonist 2.2 and D2 potentiator -1.
Screening CCC1CN(S(=O)(=O)c2cc(-c3cc(C)no3)ccc2OC)c2cc(C)ccc2O1 (configuration not stated) returned Anesthetic bind -3%&39%, RXFP1 agonist -1.7%&-2.0%, D1 antagonist -12&-4, D1 agonist 9&3, D1 potentiator -4&-3, TRHR PAM -3&-7, TRHR agonist 1.0&-0.4, RXFP1 antag 5&-10 and D2 potentiator 7&7.
CC1Cc2ccccc2N1C(=O)Cn1nnc(-c2ccccc2NC(=O)C2CCC2)n1 (configuration not stated) was read as Anesthetic bind 0%, RXFP1 agonist 2.0%, D1 antagonist -21, D1 agonist 0, D1 potentiator -4, TRHR PAM -5, TRHR agonist 1.3, RXFP1 antag 11 and D2 potentiator -7.
Screening Nc1nc(Nc2ccccc2F)sc1C(=O)c1ccccc1 returned Anesthetic bind -1%, RXFP1 agonist -0.8%, D1 antagonist 7, D1 agonist 34*, D1 potentiator 6, TRHR PAM 22, TRHR agonist -2.8, RXFP1 antag -2 and D2 potentiator 15.
For Cc1ccc(C(=O)OCC(=O)NC2CCCC2)cc1C the results were Anesthetic bind 7%, RXFP1 agonist 0.0%, D1 antagonist -14, D1 agonist 1, D1 potentiator -6, TRHR PAM 0, TRHR agonist -0.1, RXFP1 antag -7 and D2 potentiator -2.
`Clc1ccc(CSc2nc3ncccc3[nH]2)cc1` gave Anesthetic bind -4%, RXFP1 agonist -1.1%, D1 antagonist -8, D1 agonist 2, D1 potentiator -2, TRHR PAM -1, TRHR agonist 0.0, RXFP1 antag -11 and D2 potentiator -3.
For COc1ccccc1NS(=O)(=O)c1ccc(NC(=O)N2CCCCC2)cc1 the results were Anesthetic bind -11%, RXFP1 agonist 0.9%, D1 antagonist -46*, D1 agonist 4, D1 potentiator -9, TRHR PAM 5, TRHR agonist 0.1, RXFP1 antag 16 and D2 potentiator 6.
Screening COc1cc2c(cc1OC)[C@H](C)N(C(=S)Nc1ccc(F)cc1)CC2 returned Anesthetic bind 1%, RXFP1 agonist -0.9%, D1 antagonist -2, D1 agonist 3, D1 potentiator -2, TRHR PAM -3, TRHR agonist -0.2, RXFP1 antag 7 and D2 potentiator -7.
`O=C(Nc1cccc(F)c1)c1ccc2c(c1)OCO2` gave Anesthetic bind 13%, RXFP1 agonist 1.8%, D1 antagonist -26, D1 agonist 4, D1 potentiator -5, TRHR PAM -2, TRHR agonist 1.7 and RXFP1 antag -7.
Screening O=C(NC1CCCCC1)c1sc(N2CCOCC2)nc1-c1ccccc1 returned Anesthetic bind 3%, RXFP1 agonist 29%, D1 antagonist 5, D1 agonist 0, D1 potentiator -3, TRHR PAM -3, TRHR agonist -0.2, RXFP1 antag 26 and D2 potentiator 13.
Screening COc1cc2c(cc1OC)/C(=C/c1ccc(Cl)cc1)C(=O)OC2 returned Anesthetic bind inconclusive, RXFP1 agonist -0.8%, D1 antagonist -11, D1 agonist -1, D1 potentiator -1, TRHR PAM 2, TRHR agonist -0.3, RXFP1 antag 1 and D2 potentiator 17.
`Nc1c2c(nc3cccc(Cl)c13)N(c1ccccc1)CC2` gave Anesthetic bind 3%, RXFP1 agonist inconclusive, D1 antagonist 3, D1 agonist 12, D1 potentiator -6, TRHR PAM -2, TRHR agonist 5.7, RXFP1 antag -5 and D2 potentiator 5.
Screening COc1ccc2cc(CN(CC3CCCO3)S(=O)(=O)c3ccccc3Cl)c(=O)[nH]c2c1 (configuration not stated) returned Anesthetic bind inconclusive, RXFP1 agonist -1.3%, D1 antagonist -10, D1 agonist 1, D1 potentiator -1, TRHR PAM -2, TRHR agonist 0.6, RXFP1 antag -6 and D2 potentiator -2.
For COC(=O)c1c(NC(=O)c2ccc(Cl)c(Cl)c2)sc2c1CCCC2 the results were Anesthetic bind -9%, RXFP1 agonist 4.0%, D1 antagonist 6, D1 agonist -1, D1 potentiator 2, TRHR PAM 13, TRHR agonist -1.5, RXFP1 antag -6 and D2 potentiator 2.
NC(=O)c1nsc(C(=O)N(Cc2ccco2)C(C(=O)NCC2CCCO2)c2ccc(F)cc2)c1N (configuration not stated) was read as Anesthetic bind -1%, RXFP1 agonist 0.7%, D1 antagonist -4, D1 agonist 0, D1 potentiator -6, TRHR PAM -6, TRHR agonist -1.2, RXFP1 antag -12 and D2 potentiator 8.
Screening O=C(CN1C(=O)C2C3CC(C(Br)C3Br)C2C1=O)N1CCOCC1 (configuration not stated) returned Anesthetic bind 4%, RXFP1 agonist 1.7%, D1 antagonist 8, D1 agonist 6, D1 potentiator -3, TRHR PAM -6, TRHR agonist 0.9, RXFP1 antag -2 and D2 potentiator 10.
`O=C(NN1CCCCC1)c1ccccc1` gave Anesthetic bind 5%, RXFP1 agonist -0.8%, D1 antagonist -14, D1 agonist 3, D1 potentiator 5, TRHR PAM -2 and TRHR agonist -0.1.
Nc1cccc(-n2nncc2-c2ccccc2)c1 was read as Anesthetic bind -12%, RXFP1 agonist 0.5%, D1 antagonist -14, D1 agonist 2, D1 potentiator 0, TRHR PAM -2, TRHR agonist 0.1, RXFP1 antag -1 and D2 potentiator 12.
For Cc1ccc(C(CNC(=O)c2ccc(Br)o2)N2CCN(C)CC2)cc1 (configuration not stated) the results were RXFP1 agonist 3.6%, D1 antagonist -11, D1 agonist 2, D1 potentiator -16, TRHR PAM 0, TRHR agonist 0.1, RXFP1 antag -13 and D2 potentiator -17.
For NC1=NC(=O)/C(=C/c2ccsc2)S1 the results were Anesthetic bind -8%, RXFP1 agonist -0.9%, D1 antagonist -33*, D1 agonist 1, D1 potentiator -1, TRHR PAM 5, TRHR agonist 0.3, RXFP1 antag 2 and D2 potentiator 9.
`COc1cc(/C=N\NC(C)=O)ccc1OC/C=C/c1ccccc1` gave Anesthetic bind -7%, RXFP1 agonist -2.0%, D1 antagonist 6, D1 agonist 1, D1 potentiator 3, TRHR PAM 8, TRHR agonist -0.8, RXFP1 antag -2 and D2 potentiator 1.
Cc1occc1C(=O)NC(C)CCc1ccccc1 (configuration not stated) was read as Anesthetic bind -14%, RXFP1 agonist 1.4%, D1 antagonist -16, D1 agonist 1, D1 potentiator -2, TRHR PAM 3, TRHR agonist -0.5, RXFP1 antag -7 and D2 potentiator -10.
For C/C(=N\Nc1nc2ccccc2[nH]1)c1ccc(C)o1 the results were Anesthetic bind 2%, RXFP1 agonist -2.6%, D1 antagonist -52*, D1 agonist 3, D1 potentiator -9, TRHR PAM 2, TRHR agonist -0.4, RXFP1 antag 0 and D2 potentiator 5.
`COc1cccc(-c2cc(N)nn2C(=O)Nc2ccc(Cl)cc2)c1` gave Anesthetic bind 3%, RXFP1 agonist 0.0%, D1 antagonist -9, D1 agonist 0, D1 potentiator 1, TRHR PAM -2, TRHR agonist 0.1, RXFP1 antag 3 and D2 potentiator 8.
`C=C(C)C(=O)NNc1ccccc1` gave Anesthetic bind -2%, RXFP1 agonist 0.6%, D1 antagonist 6, D1 agonist 4, D1 potentiator -2, TRHR PAM 1, TRHR agonist -0.4, RXFP1 antag 5 and D2 potentiator 1.
O=C(CCSc1ccccc1)Nc1ccccc1C(=O)N1CCCC1 was read as Anesthetic bind -2%, RXFP1 agonist -1.1%, D1 antagonist 10, D1 agonist 3, D1 potentiator 0, TRHR PAM 4, TRHR agonist -1.0, RXFP1 antag 1 and D2 potentiator -8.
Cc1cc(Cn2nc(C(=O)NCC3CC3)cc2-c2ccccc2)on1 was read as RXFP1 agonist -0.1%, D1 antagonist -10, D1 agonist 1, D1 potentiator -2, TRHR PAM 0, TRHR agonist -0.6 and D2 potentiator -1.
Screening CC1(c2ccccc2)NC(=O)N(CC(=O)NC(=O)NC2CCCC2)C1=O (configuration not stated) returned Anesthetic bind -17%, RXFP1 agonist 1.0%, D1 antagonist 3, D1 agonist 2, D1 potentiator -8, TRHR PAM -1, TRHR agonist -0.4, RXFP1 antag -1 and D2 potentiator 2.
Screening CCN(CC)S(=O)(=O)c1ccc(/C=C/C(=O)N(c2ccccn2)C2CCCCC2)cc1 returned Anesthetic bind -5%, RXFP1 agonist 1.7%, D1 antagonist 2, D1 agonist 0, D1 potentiator 3, TRHR PAM 6, TRHR agonist -1.5, RXFP1 antag -3 and D2 potentiator 1.
Screening CCSc1nc2c(c(=O)n1CC)SC(C)C2 (configuration not stated) returned Anesthetic bind -15%, RXFP1 agonist 0.7%, D1 antagonist 14, D1 agonist 1, D1 potentiator -2, TRHR PAM 1, TRHR agonist -0.7, RXFP1 antag 8 and D2 potentiator 10.
O=C(CSc1ccccc1)N1CCC(N2CCC(C(=O)N3CCCC3)CC2)CC1 was read as Anesthetic bind -7%, RXFP1 agonist 3.6%, D1 antagonist -13, D1 agonist 0, D1 potentiator 4, TRHR PAM -6, TRHR agonist 0.0, RXFP1 antag -11 and D2 potentiator 14.

From PubChem BioAssay
